# Screens: PubChem BioAssay, several laboratories
# TbHK1 inh: Trypanosoma brucei hexokinase 1 inhibitors, primary screen, biochemical, G6PDH-coupled NADH absorbance, MLSCN library; hexokinase 1 [Trypanosoma brucei]; recombinant TbHK1, G6PDH-coupled NADH A340; inhibition, % at 10 µM; hit rate 0.11% among 220,000; AID 1430, 2008;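 active means inhibition of 50% or more in the single-dose primary screen; inactive means inhibition below 50%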
# EP2 antag: human EP2 receptor antagonists, primary screen, TR-FRET cAMP, C6 glioma cells; hit rate 0.52% among 260,000; Prostaglandin E2 receptor EP2 subtype (Homo sapiens), P43116; C6 glioma cells expressing human EP2; cells stimulated with saturating PGE2; AID 1422, 2008; inhibition, % at 25 µM;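 active means percent inhibition above 40 after rounding to a whole number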;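 further: rat C6 glioma host cells with rolipram phosphodiesterase inhibitor present; the protocol text gives 20 µM as final concentration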
# Target sequence (P43116 whole entry, looked up): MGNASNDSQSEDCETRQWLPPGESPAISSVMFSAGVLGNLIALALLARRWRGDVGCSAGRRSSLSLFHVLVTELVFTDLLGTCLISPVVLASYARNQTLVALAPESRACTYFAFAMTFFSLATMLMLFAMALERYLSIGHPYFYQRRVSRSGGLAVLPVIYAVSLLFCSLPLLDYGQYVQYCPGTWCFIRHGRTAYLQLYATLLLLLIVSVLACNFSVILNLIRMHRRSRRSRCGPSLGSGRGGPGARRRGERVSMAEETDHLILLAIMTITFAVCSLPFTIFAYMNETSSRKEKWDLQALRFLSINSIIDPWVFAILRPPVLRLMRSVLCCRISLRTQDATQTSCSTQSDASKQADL
# BaF3 parental: parental Ba/F3 cell viability inhibition, counter-screen for JAK2V617F inhibitor project, murine pro-B, CellTiter-Glo luminescence. CellTiter-Glo ATP luminescence. inhibition, % at 5.6 µM. hit rate 1.1% among 220,000;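 active means inhibition above a per-campaign cutoff, the mean inhibition of all tested compounds plus 3 SD, cut at about 27% in these data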;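 further: 0% = DMSO wells and 100% = JAK Inhibitor I control wells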
# p97 inhibitor: inhibitors of human p97 ATPase, primary screen, biochemical; AID 1481, 2009; recombinant p97 ATPase, Kinase-Glo ATP luminescence, 3 h; Transitional endoplasmic reticulum ATPase (Homo sapiens), P55072; hit rate 0.42% among 220,000; inhibition, % at 8 µM; in the data active means inhibition above about 15%;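 further: 0% = DMSO vehicle and 100% = wells lacking enzyme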
# Furin inh: human furin inhibitors, primary screen, biochemical, fluorescence intensity; P09958; purified furin, fluorogenic substrate cleavage; inhibition, % at 30 µM; hit rate 0.061% among 220,000; AID 463115, 2010; in the data active means inhibition above about 25%; further: inactives centre near -15
# p47phox inh: p47phox/p22phox peptide binding inhibitors, primary screen, biochemical, uHTS, NADPH oxidase regulatory subunit | Neutrophil cytosol factor 1 (Homo sapiens), P14598 | inhibition, % at 24.7 µM | hit rate 0.53% among 220,000 | fluorescence polarization, 2 h;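 active means inhibition above about 30%, limit read from the data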;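 further: 0% = p47phox with labelled peptide and 100% = labelled peptide alone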
# Target sequence (P14598 whole entry, looked up): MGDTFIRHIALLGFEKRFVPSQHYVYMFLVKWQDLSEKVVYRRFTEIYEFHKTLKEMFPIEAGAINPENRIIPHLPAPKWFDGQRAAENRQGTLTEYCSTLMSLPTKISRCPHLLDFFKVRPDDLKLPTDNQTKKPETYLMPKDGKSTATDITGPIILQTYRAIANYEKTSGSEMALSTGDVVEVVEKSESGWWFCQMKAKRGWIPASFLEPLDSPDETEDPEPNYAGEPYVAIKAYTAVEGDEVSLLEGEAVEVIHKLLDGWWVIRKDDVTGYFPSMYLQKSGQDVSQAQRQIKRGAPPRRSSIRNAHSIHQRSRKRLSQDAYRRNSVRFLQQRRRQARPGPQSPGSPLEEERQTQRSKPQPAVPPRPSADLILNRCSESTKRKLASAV
# Ba/F3 V617F tox: reduced viability of JAK2V617F-dependent Ba/F3 cells, primary screen, JAK2V617F inhibitor project, cell-based, Ba/F3 EpoR-JAK2V617F, luminescence | ATP luminescence | inhibition, % at 5.6 µM | hit rate 1.1% among 220,000;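 active means inhibition above the campaign mean plus 3 SD over all tested compounds, cut at about 24% in these data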;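 further: cytokine-independent growth of Ba/F3 cells driven by EpoR plus mutant JAK2; 0% = DMSO-treated cells and 100% = JAK inhibitor I control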
# RBBP9 inh: human RBBP9 inhibitors, primary screen, biochemical, fluorescence polarization, FP-Rh probe, HTS. Serine hydrolase RBBP9 (Homo sapiens), O75884. recombinant RBBP9. inhibition, % at 7.94 µM. hit rate 0.2% among 220,000. AID 1515, 2009;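 active means inhibition above the campaign mean of all tested compounds plus 3 SD, cut at about 14% in these data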;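 further: plate controls were DMSO wells with RBBP9 for no effect and wells lacking RBBP9 protein for full effect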
# Target sequence (O75884 whole entry, looked up): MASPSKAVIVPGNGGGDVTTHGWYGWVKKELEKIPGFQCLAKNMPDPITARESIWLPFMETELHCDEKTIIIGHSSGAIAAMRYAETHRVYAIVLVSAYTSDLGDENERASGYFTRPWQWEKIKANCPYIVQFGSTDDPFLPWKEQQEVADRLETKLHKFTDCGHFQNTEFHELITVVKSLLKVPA
#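 Controls: DMSO-treated enzyme wells and wells lacking RBBP9 | Material: RBBP9 protein | Technique: Fluorescence polarization | Replication: Single well per compound, no replicates | Buffer or medium: Tris-NaCl-Pluronic buffer, pH 8.0 | Timing: 30 min compound preincubation, 45 min probe labeling, 25 °C | Read-out basis: Percent inhibition from mP, scaled between DMSO and no-protein wells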
# PPC-1+TRAIL kill: compounds killing PPC-1 cancer cells with TRAIL present, primary screen, TRAIL potentiator project, ATPLite luminescence, uHTS; cell killing (% activity), % at 4 µM; hit rate 0.41% among 220,000; PPC-1 cells + TRAIL, ATPLite viability luminescence; AID 1443, 2008;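 active means cell killing above 50% in the first pass at 4 µM, then a duplicate retest at 5 µM averaging 50% or more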;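 further: plate controls were cells with TRAIL plus DMSO for no effect and medium-only wells lacking cells for full effect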
# * marks the source's active call; other numbers are inactive results; x = no result given; & = joins results of further samples; [ ] = another dose, or the depositor's remark.
SMILES,TbHK1 inh,EP2 antag,BaF3 parental,p97 inhibitor,Furin inh,p47phox inh,Ba/F3 V617F tox,RBBP9 inh,PPC-1+TRAIL kill
CCOc1ccc(-n2cnnn2)cc1S(=O)(=O)NC1CC1,-3,4,0,6,-20[20 µM],-2,-2,-4,7
CCOC(=O)c1c(C)[nH]c(C)c1C(=O)CSc1nnc(-c2ccncc2)n1C,-7,x,3,2,-24,-13,1,-10,-14
CCCC(CCC)C(=O)NCCN1CCOCC1,4,11,1,5,21[20 µM],-6,-4,-6,16
Cn1nnnc1SCC1=C(C(=O)O)N2C(=O)C(NC(=O)C3CC3c3ccccc3)C2SC1 (stereo not given),14,3,14,0,-9,-7,7,-2,16
Cc1ccnc(N/C=C(/NC(=O)c2ccccc2)C(=O)N/N=C\c2ccc(Cl)cc2)n1,-105,2,-8,8,-2,-10,-2,2,10
O=C(CC1Sc2ccccc2NC1=O)NCc1ccccc1 (stereo not given),-1,22,-3,9,-16,-19,-2,-1,9
CN(C)/C=N/c1ncc(C(=O)c2ccccc2)s1,-46,2,9,-3,-1[20 µM],4,3,1,7
O=C(c1ccc2c(c1)OCO2)N1CCN=C1SCc1ccccc1,-1,19,6,-5,-23,-1,2,-5,16
COC(=O)c1sc(N)c(C(=O)OC)c1CSc1nnc(-c2ccccc2Cl)n1C,-16,6,4,2,-40,-14,0,-3,0
O=C(CC1CCCCC1)NC1CCCC1,3,11,-2,3,-22[20 µM],-6,-4,-2,23
Cc1ccc(C(=O)N/N=C\C=C\c2ccccc2[N+](=O)[O-])cn1,-21,7,7,4,-12,-2,5,-6,33
COc1cccc(C(=O)C[n+]2ccccc2/C=N/O)c1,-40,-1,0,0,-3,1,-2,3,38
CCn1c2ccccc2c2cc(NC(=O)c3cc(OC)cc(OC)c3)ccc21,-13,7,6,-7,-28,-47,1,-10,2
Cn1c(=O)oc2cc(S(=O)(=O)N3CCC(C(=O)NCC4COc5ccccc5O4)CC3)ccc21 (stereo not given),-10,11,7,9,2,7,3,-3,9
COC(=O)c1ccc(NC(=O)CCOc2ccccc2)cc1,-8,6,0,8,-16,6,-6,0,18
CCN(CC)S(=O)(=O)c1ccc(C(=O)NCCCN=C2NS(=O)(=O)c3ccccc32)cc1,6,8,1,-7,-4[20 µM],-3,4,-17,7
Cc1cc(=O)c2ccc(Cl)cc2[nH]1,-2,4,4,5,-15,-8,-4,-5,10
Cc1ccc(-c2noc(C3CCCN(C(=O)C4CCCCC4)C3)n2)o1 (stereo not given),-5,3,7,4,-17[20 µM],-3,-1,0,3
CCC1CCCCN1C/C=C/c1ccccc1[N+](=O)[O-] (stereo not given),-2,9,1,3,-5[20 µM],-10,-1,-5,6
COc1ccccc1NC(C#N)c1ccccc1OCc1ccccc1 (stereo not given),4,6,4,4,0,-4,-3,4,21
O=C(Nc1nccs1)c1ccc(N2C(=O)[C@@H]3[C@H](C2=O)[C@H]2C=C[C@@H]3C2)cc1,-12,10,-1,6,-15,-6,-1,-11,7
O=S(=O)(c1ccc2c(c1)OCCO2)N1CCN(c2nc(-c3cccnc3)nc3ccccc23)CC1,-10,15,10,3,-19,-37,0,4,7
CC1Cc2ccccc2N1C(=O)CSc1nnc(NC(=O)Cc2cccs2)s1 (stereo not given),-6,11&2,7,-3,-25,-68,1,-4,-4
CN(Cc1ccccc1NS(=O)(=O)c1ccc(Cl)cc1)C1CCCCC1,-7,4,2,4,-24,3,-4,6,12
O=S(=O)(c1ccc(N2CCN(S(=O)(=O)c3ccccc3)CC2)nc1)N1CCCC1,-4,6,2,7,-18,-8,-2,1,25
Cc1occc1C(=O)NCc1cccs1,-1,10,3,0,-14[20 µM],-6,-2,-3,20
O=C1N=c2ccccc2=C1c1sc(NS(=O)(=O)c2ccccc2)nc1O,-18,2,3,6,-19,-26,2,-4,26
O=C(COc1ccc(F)cc1)N1c2ccccc2CCc2ccccc21,-3,12,7,-1,-12,-4,-4,-12,5
CCOC(=O)c1c(NC(=O)COc2ncnc3sccc23)sc2c1CCC2,-1,5,-1,2,-21,-18,-4,-5,14
COc1ccccc1N1C(=O)C2ON(c3ccccc3)C(c3ccc(N(C)C)cc3)C2C1=O (stereo not given),4,4,13,-4,2,-48,9,3,18

# Profiles as entered above. Values in the order: TbHK1 inh | EP2 antag | BaF3 parental | p97 inhibitor | Furin inh | p47phox inh | Ba/F3 V617F tox | RBBP9 inh | PPC-1+TRAIL kill
# `Cc1ccc(-c2noc(C3CCCN(C(=O)C4CCCCC4)C3)n2)o1` (stereo not given) across the screens: -5 | 3 | 7 | 4 | -17[20 µM] | -3 | -1 | 0 | 3
# `O=C(COc1ccc(F)cc1)N1c2ccccc2CCc2ccccc21` across the screens: -3 | 12 | 7 | -1 | -12 | -4 | -4 | -12 | 5
# `Cc1occc1C(=O)NCc1cccs1` across the screens: -1 | 10 | 3 | 0 | -14[20 µM] | -6 | -2 | -3 | 20
# `CN(Cc1ccccc1NS(=O)(=O)c1ccc(Cl)cc1)C1CCCCC1` across the screens: -7 | 4 | 2 | 4 | -24 | 3 | -4 | 6 | 12
# `CCC1CCCCN1C/C=C/c1ccccc1[N+](=O)[O-]` (stereo not given) across the screens: -2 | 9 | 1 | 3 | -5[20 µM] | -10 | -1 | -5 | 6

# Further structures:
SMILES,TbHK1 inh,EP2 antag,BaF3 parental,p97 inhibitor,Furin inh,p47phox inh,Ba/F3 V617F tox,RBBP9 inh,PPC-1+TRAIL kill
CCOC(=O)CSc1nnc(NCC(=O)OC(C)C)c(=O)[nH]1,0,14,2,5,-22[20 µM],-10,-2,2,1
N=c1sccn1CC(=O)NC(=O)NC1CCCC1,-2,20,4,-2,-3,3,4,-5,6
COc1ccc(/C=C(/NC(=O)c2ccccc2)c2nc3ccccc3[nH]2)cc1OC,-33,9,11,-3,9[20 µM],-36,7,-1,21
CCOc1ccccc1C(=O)NC(CO)C(=O)O (stereo not given),-2,4,2,3,-27[20 µM],-9,0,1,3
CC(C)CCNC(=O)Cc1ccc(Nc2nc(=S)[nH]c3ccccc23)cc1,-5,3,2,-2,4,-9,2,-27,3
O=C(O)c1ccccc1OCCOc1ccccc1,-4,0,3,2,-19[20 µM],1,1,-6,18
CCOC(=O)c1sc(N)c(C#N)c1CSc1nnc(C2CCCCC2)n1N,-16,17,3,3,-23,-14,0,0,8
CCOc1ccc(CCNC(=O)C(CC)n2nc(C)n3c(cc4sccc43)c2=O)cc1OCC (stereo not given),3,7,3,2,-15,-8,2,0,0
COc1ccc(-c2nnc3n2C(C)(C)Cc2cc(OC)c(OC)cc2-3)cc1,-2,10,5,1,-8,4,-1,3,6
CC(=O)Oc1ccc(CCC(C)OC(C)=O)cc1 (stereo not given),-1,6,8,3,-10[20 µM],-8,-1,2,15
CCC(C)NC(=S)NNC(=O)c1ccncc1 (stereo not given),-14,6,7,2,-15,-6,1,-5,32
O=C1C(c2ccc(F)cc2)N(Cc2ccc3c(c2)OCO3)C(=O)CN1C1CCCCC1 (stereo not given),4,6,0,1,-19,-1,-5,-6,20
CCOC(=O)CC(=O)CSc1n[nH]c(=O)[nH]c1=O,0,6,3,-2,-17,8,1,-14,6
Cc1cc(=O)oc2cc(Nc3ccccc3)ccc12,-13,7,2,1,-12,-31,-4,-5,-3
CCOc1ccccc1C(=O)N/N=C/c1c[nH]c2ccccc12,-21,3,10,4,-17,-6,2,1,-22
CCCc1cc(C(=O)N(C2CCCCC2)C2CCCCC2)no1,1,9,2,0,-14,5,-3,-1,10
CCOC(=O)N1CCN(CCC(=O)Nc2ccc(OC)cc2OC)CC1,-5,4,1,-4,-9[20 µM],-10,-2,-5,26
COc1cc(N/C(=N/S(=O)(=O)c2ccccc2)c2ccccc2)ncn1,-5,20,2,4,-16[20 µM],-3,0,4,38
Cc1ccc(C(=O)O)cc1NC(=O)c1cccs1,6,10,3,0,-20[20 µM],7,-1,-10,12
CC1C(=O)N(c2ccc(S(=O)(=O)N(C)C)cc2)C1(/C=C/c1ccccc1)C(=O)NC1CCCC1 (stereo not given),-15,3,-1,1,-20,-9,-5,2,7
O=c1cc(-c2ccc(F)cc2)oc2ccccc12,-5,7&15,6,-10,-15[20 µM],x,5,-9,x
CCCC(c1nnnn1CCc1ccccc1)N1CCC(C(N)=O)CC1 (stereo not given),0,15&10,1,-2,-26[20 µM],6,-2,-7,8
c1ccc2c(c1)oc1c(Nc3ccc4c(c3)OCCO4)ncnc12,-6,15,2,5,-16,-8,-2,4,-3
O=C1[C@@H]2CSCN2C(=O)CN1Cc1ccc(F)cc1,-9,2,-8,2,-31,3,-1,-1,32
O=C(Nc1c(O)c2ccccc2[nH]c1=O)c1ccco1,-15,4,-3,3,-13,2,-3,-3,18
CCCn1c(SCC(=O)c2cc(OC)ccc2OC)nnc1C(C)C,-9,12,3,-5,-19,0,0,-3,16
S=C(NNC(=S)NC1CC2CCC1C2)NC1CC2C=CC1C2 (stereo not given),16,19,1,6,-12,-14,-4,-1,4
CN(C)c1ccc(-c2nc3ccccn3c2/N=C/c2ccc(Br)cc2)cc1,-8,14,3,-6,-17,-20,0,-1,38
CCOC(=O)c1cnc2cc(-c3ccc(Cl)cc3)nn2c1N,-14,10,6,3,-23[20 µM],-7,3,0,17

# Two neighbouring compounds out of the list so far, for reference:
SMILES,TbHK1 inh,EP2 antag,BaF3 parental,p97 inhibitor,Furin inh,p47phox inh,Ba/F3 V617F tox,RBBP9 inh,PPC-1+TRAIL kill
CN(C)c1ccc(-c2nc3ccccn3c2/N=C/c2ccc(Br)cc2)cc1,-8,14,3,-6,-17,-20,0,-1,38
CCOC(=O)c1cnc2cc(-c3ccc(Cl)cc3)nn2c1N,-14,10,6,3,-23[20 µM],-7,3,0,17

# A portion of the library; count on the stated rates, not on these rows.
